Screens: PubChem BioAssay, several laboratories
HTR2A ag: mouse Htr2a agonists via beta-arrestin recruitment, primary screen, cell-based, luminescence. 360,000 compounds, 0.66% hits. activation, % at 7.6 µM. CHO-K1 mHTR2A beta-arrestin complementation; percent of 30 µM serotonin response. 5-hydroxytryptamine receptor 2A (Mus musculus), P35363;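 active means activation above a run cutoff, the mean activation of all tested compounds plus 3 SD, cut at about 14% in these data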;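 further: 0% = plate median of compound wells and 100% = 30 µM serotonin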
Target sequence (P35363 whole entry, looked up): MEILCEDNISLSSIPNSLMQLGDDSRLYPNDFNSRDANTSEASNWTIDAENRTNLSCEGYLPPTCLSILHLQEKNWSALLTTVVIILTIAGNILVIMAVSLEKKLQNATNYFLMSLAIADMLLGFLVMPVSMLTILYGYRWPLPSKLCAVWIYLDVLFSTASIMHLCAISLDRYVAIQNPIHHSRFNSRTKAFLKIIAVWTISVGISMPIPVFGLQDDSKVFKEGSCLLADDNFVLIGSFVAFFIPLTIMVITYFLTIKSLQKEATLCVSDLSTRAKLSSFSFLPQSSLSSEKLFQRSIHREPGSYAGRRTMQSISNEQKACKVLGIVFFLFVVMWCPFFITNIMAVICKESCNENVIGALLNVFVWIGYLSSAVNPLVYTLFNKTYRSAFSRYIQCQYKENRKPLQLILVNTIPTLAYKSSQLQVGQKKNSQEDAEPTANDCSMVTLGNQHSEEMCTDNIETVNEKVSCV
H9c2 protect: cardioprotection against H2O2-induced cell death, primary screen, uHTS, H9c2 cells, ATPLite luminescence; protection from H2O2 cell death, % at 20 µM; 360,000 compounds, 0.63% hits; H9c2 cardiomyocytes, H2O2 injury protection, 2 h;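 active means compounds giving at least 50% protection of heart cells from peroxide-induced death in the single-dose screen, raw or plate-pattern-corrected value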;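 further: 0% = DMSO wells with peroxide and 100% = DMSO wells without peroxide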
CaV13 ICDI inh: Disruptors of the CACNA1D IQ motif to Ca2+-dependent inactivation inhibitor domain association, primary screening, Förster resonance energy transfer in intact living … | inhibition, % at 12.3 µM | AID 743397 | 340,000 compounds, 0.098% hits | HEK cells, CFP/YFP FRET ICDI-IQ, plate reader, 10 min; percent FRET-ratio fall versus neutral wells;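 active means mean replicate inhibition of at least 30% and at least 1% of replicates passing that level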;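 further: 0% = median of the neutral control wells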
NR2E3 ag-1: NR2E3 agonists in two-hybrid cells, primary screen, cell-based, luminescence, CHO-S, Gal4-NCOR/VP16-NR2E3; Photoreceptor-specific nuclear receptor (Homo sapiens), Q9Y5X4; AID 602229, 2012; 360,000 compounds, 0.35% hits; inhibition of corepressor binding, % at 3.98 µM; luciferase;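 active means inhibition above the mean of all tested compounds plus 3 SD, cut at about 70% in these data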;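 further: 0% = DMSO with NR2E3 transfected cells and 100% = cells lacking NR2E3 construct; higher means lower luciferase signal from less NR2E3 corepressor binding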
MITF TRPM1 inh: inhibitors of MITF-dependent TRPM1 promoter reporter, primary screen, cell-based, SK-MEL-5, single point, luciferase; SK-MEL-5 TRPM1 promoter luciferase, 24 h; inhibition, % at 12.5 µM; 330,000 compounds, 0.83% hits;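 active means mean inhibition across replicates of 60% or more, whatever share of single replicates reaches that level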; further: values of inactives mirror those of a sister screen read the other way
NR2E3 ag-2: inhibitors of NR2E3-RetCOR corepressor binding, primary screen, NR2E3 agonist project, biochemical, TR-FRET, GST-NR2E3, biotin-RetCOR | AID 2300, 2010 | 1536-well | inhibition of corepressor binding, % at 4.78 µM | 320,000 compounds, 0.12% hits;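 active means percent inhibition above the cutoff of mean plus 3 SD of all tested compounds, set per screening campaign, cut at about 20% in these data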;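 further: 0% = DMSO wells and 100% = biotin wells as full block of FRET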
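Format: 1536-well format; test system: GST-NR2E3 and biotin-RetCOR proteins; read-out basis: percent inhibition of TR-FRET ratio; timing: 5 h incubation at 4 °C; detection: time-resolved FRET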
Peg3 prom inh: Peg3 promoter-driven luciferase inhibitors, primary screen, cell-based, HeLa, luciferase luminescence | AID 588405, 2011 | inhibition, % at 20 µM | 360,000 compounds, 1.7% hits | HeLa PEG-Prom luciferase reporter, overnight;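 active means inhibition of at least 50% at 20 µM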
PDI inh: inhibitors of human PDI, primary screen, biochemical, turbidity, single point, plate reader; Protein disulfide-isomerase (Homo sapiens), P07237; PDI insulin aggregation turbidity, A650, 90 min; inhibition, % at 10 µM; 350,000 compounds, 0.052% hits;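 active means mean inhibition across replicates of 30% or more, whatever share of single replicates reach that level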;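 further: absorbance from insulin aggregation driven by PDI reduction with DTT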
Target sequence (P07237 whole entry, looked up): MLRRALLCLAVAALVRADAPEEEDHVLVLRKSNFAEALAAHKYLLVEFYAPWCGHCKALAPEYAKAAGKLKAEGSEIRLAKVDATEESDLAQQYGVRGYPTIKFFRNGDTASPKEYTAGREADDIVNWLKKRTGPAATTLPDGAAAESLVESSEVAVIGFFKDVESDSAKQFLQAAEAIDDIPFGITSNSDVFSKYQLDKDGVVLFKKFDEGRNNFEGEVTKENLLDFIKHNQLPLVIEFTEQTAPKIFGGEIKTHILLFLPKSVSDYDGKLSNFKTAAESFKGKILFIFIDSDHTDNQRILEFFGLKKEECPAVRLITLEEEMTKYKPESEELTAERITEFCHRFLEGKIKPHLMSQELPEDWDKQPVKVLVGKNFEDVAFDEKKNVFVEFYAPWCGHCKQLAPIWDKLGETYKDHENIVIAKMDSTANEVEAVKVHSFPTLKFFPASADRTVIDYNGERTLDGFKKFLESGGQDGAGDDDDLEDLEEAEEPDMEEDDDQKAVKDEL
Shn3 inh set2: reduction of Shn3 3'UTR firefly luciferase signal, primary screen, Schnurri-3 inhibitor project, cell-based, Clone20 osteoblasts, set 2. Clone20 osteoblast Shn3 3'UTR firefly luciferase, 24 h. inhibition, % at 12.5 µM. 360,000 compounds, 0.52% hits;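 active means mean inhibition of at least 75% with every replicate also reaching 75%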;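 further: 0% = median of neutral control wells and 100% = pilot-screen positive control compound; some compounds past the cut are filed as inactive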
iPSC survival up: enhancers of single-cell hiPSC survival, primary screen, ATPlite luminescence. 100% = ROCK inhibitor wells, 0% = DMSO. survival enhancement, % at 20 µM. AID 602274, 2012. 360,000 compounds, 0.044% hits; in the data active means survival enhancement above about 18%;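 further: cells exposed to compounds for 16 hours before the ATP read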
HIF-2a block: HIF-2a reporter inhibitors, primary screen, luminescence, 786-0 RCC cells; 786-0 RCC cells HIF-2a reporter, luciferase luminescence, overnight; inhibition, % at 18.8 µM; 360,000 compounds, 0.72% hits; AID 624352, 2012;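 active means inhibition of the luminescence signal of 40% or more relative to plate controls, in a single-dose primary screen at 18.75 µM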
The depositor's hits bear a star; · = not tested or not shown.

Key to letters – A = HTR2A ag; B = H9c2 protect; C = CaV13 ICDI inh; D = NR2E3 ag-1; E = MITF TRPM1 inh; F = NR2E3 ag-2; G = Peg3 prom inh; H = PDI inh; I = Shn3 inh set2; J = iPSC survival up; K = HIF-2a block
> O=C(Cn1cnc2c(OCc3ccccc3)ncnc21)NCCc1c[nH]c2ccccc12
  A = 1	B = 10	C = -3	D = 1	E = -2	F = ·	G = 9	H = 6	I = 13	J = -2.0	K = -19
> Cc1onc(-c2c(Cl)cccc2Cl)c1C(=O)Nc1ccc2c(c1)OCCO2
  A = -5	B = -3	C = -1	D = 2	E = 7	F = 2	G = 4	H = 8	I = 17	J = -2.1	K = -8
> CCCCCC(C)n1[nH]c(=O)c2c(C)cc(C)nc21 (centres undefined)
  A = 10	B = 7	C = -6	D = -22	E = 11	F = 0	G = 15	H = -5	I = -13	J = 0.6	K = 9
> C=CCn1c(SC(F)F)nc2scc(-c3ccco3)c2c1=O
  A = 7	B = -6	C = -6	D = 8	E = 27	F = 0	G = 74*	H = -1	I = -24	J = 0.1	K = -8
> CCC(C(=O)NC(C)(C)C)N(C(=O)Cn1nnc(-c2ccccc2F)n1)c1cnc2ccccc2c1 (centres undefined)
  A = 7	B = 2	C = -1	D = 22	E = ·	F = 4	G = 10	H = 4	I = 10	J = 0.3	K = 9
> CC(C)CC(=O)NC(NC(=S)Nc1sc2c(c1C#N)CCCC2)C(Cl)(Cl)Cl (centres undefined)
  A = -2	B = -1	C = -4	D = -14	E = -5	F = -1	G = 19	H = 2	I = 15	J = -1.8	K = 16
> CC(=Nc1ccccc1)C1=C(O)C(CC(C)C)NC1=O (centres undefined)
  A = 9	B = 0	C = -9	D = -15	E = -22	F = ·	G = -51	H = -1	I = -17	J = 11	K = -58
> O=C(C1CC12CCCC2)N1CCC(CO)(Cc2ccccc2Cl)CC1 (centres undefined)
  A = -5	B = -8	C = -5	D = -6	E = 1	F = 4	G = 13	H = 10	I = -7	J = -1.6	K = 11
> COc1cccc(C(C(=O)NC2CCCCC2)N(C(=O)c2ccco2)c2ccccc2OC)c1 (centres undefined)
  A = 3	B = -6	C = -3	D = -8	E = 2	F = 1	G = 15	H = -2	I = 6	J = 0.3	K = 10
> CCn1cc(/C=C(\NC(=O)c2ccc(OC)c(OC)c2)C(=O)N2CCOCC2)c2ccccc21
  A = 2	B = 6	C = -7	D = 9	E = -7	F = -2	G = 6	H = 8	I = 10	J = -0.2	K = 12
> COc1ccc(C(=O)NCCSCc2ccccc2C)cc1
  A = -2	B = -2	C = -6	D = -15	E = -8	F = -4	G = -4	H = -1	I = -28	J = 2.3	K = -8
> CCn1c(COc2cc(C)cc(C)c2)nnc1SCC(=O)N1CCN(c2ccccc2)CC1
  A = 3	B = -6	C = -8	D = 2	E = 2	F = -1	G = 21	H = -4	I = 23	J = 0.5	K = 3
> Cn1c(CCN2CCN(c3ccccn3)CC2)nc2cc(NS(=O)(=O)c3ccc(Cl)cc3)ccc21
  A = -7	B = -2	C = -12	D = 2	E = 10	F = -1	G = 25	H = 3	I = 15	J = -0.3	K = 19
> C=CCN(CC=C)C(=O)C[n+]1ccc(C(N)=O)cc1
  A = 0	B = 1	C = -4	D = 6	E = 13	F = 1	G = 2	H = -2	I = 17	J = -0.5	K = 9
> CC1=C(C)C(OCCBr)N(c2cc(O)c(Cl)cc2F)C1=O (centres undefined)
  A = 1	B = -7	C = -6	D = -20	E = 6	F = 2	G = 21	H = -4	I = -14	J = -0.5	K = 17
> O=C(NCC(c1ccco1)N1CCN(c2ccccc2)CC1)c1cccs1 (centres undefined)
  A = -2	B = -6	C = -1	D = 26	E = -2	F = -4	G = -11	H = 2	I = -7	J = 0.0	K = -7
> O=S(=O)(c1cccs1)N1CCN(c2ccccc2)CC1
  A = -5	B = -2	C = -3	D = -8	E = 1	F = 5	G = 13	H = -3	I = 13	J = 1.6	K = 1
> O=C(CCCn1c(=O)c2sccc2n(Cc2ccc(F)cc2)c1=O)NCc1ccco1
  A = -3	B = 5	C = -8	D = -21	E = 19	F = 1	G = 17	H = 2	I = 1	J = 1.0	K = 18
> CCCCN(C(=S)SC)C1CCS(=O)(=O)C1 (centres undefined)
  A = -2	B = 3	C = -4	D = -11	E = -8	F = -3	G = 5	H = -1	I = 7	J = -0.7	K = 14
> CCC(=O)NC(=S)NNC(=O)c1ccccc1[N+](=O)[O-]
  A = -4	B = 3	C = -19	D = 2	E = 1	F = 7	G = 9	H = 1	I = 2	J = -0.1	K = 9
> Cc1ccc(S(=O)(=O)N(C)C)cc1NC(=O)COC(=O)CSc1ccccc1
  A = -1	B = -5	C = -2	D = -30	E = -3	F = 1	G = 10	H = -4	I = -11	J = -0.2	K = 10
> COc1ccc(C2CC(c3ccccc3)=NN2C(=S)Nc2ccccc2)cc1 (centres undefined)
  A = -10	B = -8	C = -7	D = -8	E = -1	F = -5	G = -17	H = 2	I = 59	J = -0.7	K = -18
> CCN(C[C@H]1N[C@@](C)(C(=O)OC)[C@H]2C(=O)N(C)C(=O)[C@@H]12)C(=O)C1CCCCC1
  A = 1	B = 6	C = -5	D = 13	E = 4	F = ·	G = -14	H = 3	I = -6	J = -1.7	K = 7
> O=C(NCc1ccc2c(c1)OCO2)c1ccc(CN2CCc3ccccc3C2)cc1
  A = 13	B = -6	C = -5	D = -10	E = 10	F = 4	G = -20	H = 17	I = 20	J = -0.1	K = -2
> O=C(NCc1ccccc1)C(c1ccncc1)N(C(=O)c1ccccn1)c1ccccc1 (centres undefined)
  A = 3	B = -3	C = -4	D = -50	E = -14	F = 3	G = -116	H = 4	I = -36	J = 0.7	K = -66
> COc1ccccc1N=CC=C1OC(C)(C)C(C)(C)O1
  A = -2	B = -1	C = -5	D = 16	E = -1	F = -1	G = 15	H = 5	I = -11	J = 1.5	K = 15
> C=CCn1c(SCC(=O)Nc2ccccc2C)nnc1-c1ccncc1
  A = 8	B = 2	C = ·	D = 1	E = 3	F = 1	G = 5	H = 3	I = 8	J = -0.4	K = 4
> Cc1ccc(N2CC(C(=O)Nc3nnc(SCC(N)=O)s3)CC2=O)cc1 (centres undefined)
  A = 6	B = 2	C = ·	D = -21	E = 2	F = 1	G = 21	H = 4	I = -13	J = -0.3	K = -5
> CC(CCc1ccccc1)NC(=O)C(=O)NCCc1ccccc1 (centres undefined)
  A = -3	B = -3	C = -3	D = -8	E = -2	F = 0	G = 12	H = -2	I = 13	J = -1.6	K = -1
> CCN1CCN(c2ncc(C(=O)Nc3cc(Cl)c(OC)cc3OC)c3ccccc23)CC1
  A = -6	B = -19	C = -18	D = -14	E = -12	F = ·	G = 18	H = 16	I = -7	J = 0.7	K = 9
> COC(=O)Nc1nnc(COc2cccc(C)c2)s1
  A = -1	B = 3	C = -4	D = -7	E = -10	F = 0	G = -6	H = 0	I = -3	J = 3.9	K = -22
> CCc1ccc(NC(=O)CCS(=O)(=O)c2ccc(Cl)cc2)cc1
  A = 0	B = -10	C = -5	D = 0	E = 8	F = 2	G = 10	H = 6	I = 3	J = 0.9	K = 3
> COc1cccc(C(=O)Nc2cc(NC(=O)c3cccs3)ccc2C)c1
  A = 0	B = -7	C = -20	D = -4	E = 4	F = 4	G = 5	H = 4	I = -11	J = -0.1	K = -32
> CC1=NOC(=O)/C1=C\c1ccc(-c2cc(Cl)ccc2Cl)o1
  A = 7	B = -39	C = ·	D = -7	E = 99*	F = 2	G = 101*	H = -9	I = 94*	J = -2.5	K = -2
> CC(c1ccccc1)n1c(CO)nc2ccccc21 (centres undefined)
  A = 8	B = -1	C = -19	D = 14	E = 1	F = -1	G = 7	H = 2	I = 13	J = 0.1	K = 14
> Cc1cc(NC(=O)c2cccnc2)ccc1NC(=O)c1cc2ccccc2o1
  A = -4	B = 24	C = -4	D = 32	E = 1	F = 0	G = -46	H = -1	I = -5	J = 0.9	K = -14
> Cc1ccccc1-n1c(O)c(/C=N/N2CCCCC2c2cccnc2)c(=O)[nH]c1=O (centres undefined)
  A = 0	B = 1	C = -11	D = 5	E = 5	F = 3	G = 0	H = 1	I = -43	J = -0.2	K = 25
> COC(=O)CSc1nc2c(c(-c3ccco3)c1C#N)CCCC2
  A = -4	B = 4	C = ·	D = -40	E = -11	F = 13	G = 2	H = -2	I = -4	J = 0.9	K = 16
> CCCc1cc(=O)[nH]c(SCC(=O)Nc2cc(C)on2)n1
  A = 6	B = 7	C = -3	D = -20	E = 7	F = 0	G = 1	H = -1	I = -9	J = 0.2	K = 12
> CCOc1ccc(N2C(=O)C3CCCN3C2=S)cc1 (centres undefined)
  A = -3	B = 5	C = -2	D = 6	E = -1	F = 1	G = -19	H = -4	I = -7	J = -0.1	K = -3
> OC1(Cc2cc(-c3ccccc3)no2)CCN(CCCc2ccccc2)CC1
  A = -2	B = 0	C = -4	D = 6	E = 2	F = 0	G = -2	H = -1	I = 7	J = -0.5	K = 3
> Cc1cccc(Nc2nc(OCC#N)nc(N(C)C)n2)c1
  A = -4	B = -8	C = -2	D = -16	E = 14	F = 1	G = 26	H = -3	I = 3	J = -0.2	K = 12
> O=C1COc2ccc(C(=O)COC(=O)/C=C/c3ccc(Br)o3)cc2N1
  A = 6	B = -4	C = -6	D = -10	E = 24	F = 0	G = 22	H = 10	I = -8	J = 0.1	K = -10
> COc1ccc(CN(C(=O)COc2ccc(C)c(C)c2)C2CCS(=O)(=O)C2)cc1OC (centres undefined)
  A = 1	B = 4	C = -6	D = -11	E = 1	F = 5	G = 17	H = ·	I = -25	J = 2.7	K = 12
> OCCN(Cc1ccccc1)CC(O)COc1ccc(-c2ccccc2)cc1 (centres undefined)
  A = 4	B = -24	C = -5	D = -7	E = -6	F = 4	G = 5	H = 11	I = -12	J = 1.3	K = -68
> COc1ccc(-c2ncccc2OC(=O)C23CC4CC(CC(C4)C2)C3)cc1
  A = -4	B = -3	C = -3	D = -24	E = -18	F = -1	G = -26	H = -6	I = 9	J = -0.6	K = -22

Exported with tabs: 3 of the compounds above
smiles	HTR2A ag	H9c2 protect	CaV13 ICDI inh	NR2E3 ag-1	MITF TRPM1 inh	NR2E3 ag-2	Peg3 prom inh	PDI inh	Shn3 inh set2	iPSC survival up	HIF-2a block
COC(=O)Nc1nnc(COc2cccc(C)c2)s1	-1	3	-4	-7	-10	0	-6	0	-3	3.9	-22
CCCc1cc(=O)[nH]c(SCC(=O)Nc2cc(C)on2)n1	6	7	-3	-20	7	0	1	-1	-9	0.2	12
Cc1cc(NC(=O)c2cccnc2)ccc1NC(=O)c1cc2ccccc2o1	-4	24	-4	32	1	0	-46	-1	-5	0.9	-14
